Compound activity as filed in PubChem.
BioA inh = M. tuberculosis BioA enzyme inhibitors, primary screen, biochemical, plate reader, single point, HTS; 7,8-diaminopelargonic acid synthase BioA (Mycobacterium tuberculosis); purified M. tuberculosis BioA enzyme; inhibition, % at 9.99 µM; 0.096% of 360,000 active; AID 602481, 2012; in the data active = inhibition above about 40%
Active calls of the source: *.

SMILES | BioA inh
C[C@@H]1CCCCO[C@@H](CN(C)Cc2ccc(Cl)c(Cl)c2)[C@H](C)CN([C@H](C)CO)C(=O)c2cc(NC(=O)Nc3cccc4ccccc34)ccc2O1 | 1.7
C[C@H]1CN([C@@H](C)CO)C(=O)Cc2cc(NC(=O)c3ccncc3)ccc2O[C@H]1CN(C)C(=O)Nc1ccc(C(F)(F)F)cc1 | 0.7
C[C@@H]1CCCCO[C@@H](CN(C)C(=O)Cc2ccccc2)[C@@H](C)CN([C@H](C)CO)C(=O)c2cc(NS(=O)(=O)c3ccc(Cl)cc3)ccc2O1 | 0.8
C[C@H](CO)N1C[C@H](C)[C@H](CN(C)C)Oc2cc(C#Cc3ccccn3)ccc2S1(=O)=O | 1.6
C[C@@H]1CCCCO[C@@H](CN(C)C(=O)CCCN(C)C)[C@H](C)CN([C@H](C)CO)C(=O)c2cc(NC(=O)CCCN(C)C)ccc2O1 | 1.6
C[C@H]1CCCCO[C@H](CN(C)C(=O)CCCN(C)C)[C@@H](C)CN([C@@H](C)CO)C(=O)c2cc(N(C)C)ccc2O1 | -0.7
CNC[C@@H]1Oc2ccc(NS(=O)(=O)c3c(C)noc3C)cc2C(=O)N([C@H](C)CO)C[C@H]1C | -2.1
C[C@H]1CN([C@@H](C)CO)C(=O)c2cccc(NS(=O)(=O)c3cn(C)cn3)c2O[C@@H]1CN(C)Cc1ccc(C(=O)O)cc1 | 0.2
C[C@@H]1CN([C@@H](C)CO)C(=O)c2cccc(NC(=O)C3CC3)c2O[C@@H]1CN(C)Cc1ccc(C(=O)Nc2ccccc2N)cc1 | -1.9
COc1cccc(-c2ccc3c(c2)[C@@H]2[C@@H](CCN2S(=O)(=O)c2ccccc2C)[C@H](CO)N3)c1 | -2.8
CNC[C@@H]1Oc2c(NC(=O)Nc3ccccc3)cccc2C(=O)N([C@@H](C)CO)C[C@@H]1C | 5.6
O=C(c1cccnc1)N1C[C@H]2[C@@H](c3ccccc31)[C@H](CO)N2C(=O)CN1CCOCC1 | -3.4
CO[C@H]1CC[C@@H]2CCN(C)C(=O)[C@H](C)[C@H](OC)CN(C)C(=O)c3cccc(C#N)c3OC[C@@H]1O2 | -1.6
C[C@H](CO)N1C[C@H](C)[C@H](CN(C)S(=O)(=O)c2cccc(F)c2)Oc2ncc(C#Cc3cccc(F)c3)cc2C1=O | 0.4
CC(C)(C)OC(=O)CC[C@]12N=C(c3ccc(OCCCO)cc3)O[C@H]1c1ccccc1CN(Cc1ccccc1)C2=O | -2.3
CCCNC(=O)C[C@H]1CC[C@H]2[C@@H](COc3ccc(NC(=O)c4cc(F)cc(F)c4)cc3C(=O)N2C)O1 | 17
CN(C)C(=O)C[C@H]1CC[C@H]2[C@@H](COC[C@@H](O)CN2C(=O)C2CCOCC2)O1 | 1.4
C[C@@H]1CCCCO[C@@H](CN(C)Cc2ccc(Cl)c(Cl)c2)[C@@H](C)CN([C@H](C)CO)C(=O)c2cc(NS(=O)(=O)c3cccs3)ccc2O1 | -2.4
CN(C)CC(=O)N1[C@H](C#N)[C@H](c2ccc(C#CC3CCCC3)cc2)[C@H]1CO | 0.1
Cc1noc(C)c1S(=O)(=O)Nc1ccc2c(c1)C(=O)N([C@H](C)CO)C[C@@H](C)[C@@H](CN(C)S(C)(=O)=O)O2 | -0.8
CN1C(=O)c2cc(NC(=O)c3cccc(F)c3)ccc2OC[C@@H]2O[C@H](CC(=O)O)CC[C@@H]21 | 1.4
C[C@@H]1CCCCO[C@@H](CN(C)C(=O)CCCN(C)C)[C@H](C)CN([C@H](C)CO)C(=O)c2cc(NC(=O)Nc3ccc4c(c3)OCO4)ccc2O1 | -2.1
CC(C)NC(=O)Nc1cccc2c1O[C@@H](CN(C)CC1CCCCC1)[C@@H](C)CN([C@H](C)CO)C2=O | -1.1
CCCNC(=O)N1[C@H](CO)[C@H](c2ccc(C#CCN(C)C)cc2)[C@@H]1C#N | 1.3
C[C@@H](NC(=O)C[C@@H]1C[C@H]2c3cc(NC(=O)NC4CCCC4)ccc3O[C@H]2[C@H](CO)O1)c1ccccc1 | 3.8
O=C(O)C[C@@H]1C[C@H]2c3cc(NS(=O)(=O)c4ccc(F)cc4)ccc3O[C@H]2[C@H](CO)O1 | -2.3
CNC[C@@H]1Oc2c(NS(=O)(=O)c3ccccc3)cccc2C(=O)N([C@@H](C)CO)C[C@@H]1C | -3.4
Cc1nn(C)cc1NC(=O)C[C@H]1CC[C@H]2[C@H](COc3ccc(NC(=O)Nc4cccc(Cl)c4)cc3C(=O)N2C)O1 | -1.0
CN1CCN(C(=O)[C@@H]2[C@@H](CO)[C@@H]3Cn4c(ccc(-c5cccnc5)c4=O)[C@@H]3N2CC2CC2)CC1 | -0.9
C[C@@H]1CCCCO[C@@H](CN(C)S(=O)(=O)c2ccc(F)cc2)[C@@H](C)CN([C@@H](C)CO)C(=O)c2cc(N(C)C)ccc2O1 | -2.7

Single values from above.
CN1CCN(C(=O)[C@@H]2[C@@H](CO)[C@@H]3Cn4c(ccc(-c5cccnc5)c4=O)[C@@H]3N2CC2CC2)CC1 in BioA inh → -0.9
C[C@@H](NC(=O)C[C@@H]1C[C@H]2c3cc(NC(=O)NC4CCCC4)ccc3O[C@H]2[C@H](CO)O1)c1ccccc1 in BioA inh → 3.8
C[C@@H]1CCCCO[C@@H](CN(C)S(=O)(=O)c2ccc(F)cc2)[C@@H](C)CN([C@@H](C)CO)C(=O)c2cc(N(C)C)ccc2O1 in BioA inh → -2.7

Next compounds follow:
SMILES | BioA inh
COc1ccc(S(=O)(=O)Nc2ccc3c(c2)C(=O)N([C@H](C)CO)C[C@@H](C)[C@H](CN(C)Cc2ccncc2)OCCCC[C@H](C)O3)cc1 | 9.5
O=C(C[C@@H]1C[C@@H]2c3cc(NC(=O)Nc4ccc(F)cc4)ccc3O[C@@H]2[C@H](CO)O1)NC1CCCCC1 | -2.4
C[C@H]1CN([C@@H](C)CO)C(=O)Cc2cc(NS(=O)(=O)c3ccccc3)ccc2O[C@@H]1CN(C)Cc1ccncc1 | -0.4
C[C@H]1CN([C@@H](C)CO)C(=O)c2cccc(NC(=O)c3ccncc3)c2O[C@@H]1CN(C)CC1CCCCC1 | 1.1
COc1ccc(S(=O)(=O)Nc2ccc3c(c2)C(=O)N([C@H](C)CO)C[C@H](C)[C@@H](CN(C)S(C)(=O)=O)OCCCC[C@H](C)O3)cc1 | 0.3
CO[C@@H]1CN(C)C(=O)c2cc(NC(=O)C3CCOCC3)ccc2OC[C@@H](C)N(CC2CCCCC2)C[C@H]1C | 1.8
O=C(C[C@@H]1C[C@H]2c3cc(NC(=O)CC4CC4)ccc3O[C@H]2[C@H](CO)O1)NCc1ccccc1 | -0.7
OC[C@@H]1[C@H](c2ccc(-c3ccc(F)cc3)cc2)[C@H]2CN(Cc3ccccn3)CCCCN12 | -2.3
COCC#Cc1ccc2c(c1)O[C@@H](CN(C)C(=O)CC1CC1)[C@H](C)CN([C@H](C)CO)S2(=O)=O | -1.2
Cc1cc(C(=O)Nc2cccc3c2O[C@H](CN(C)Cc2ccc(C(=O)Nc4ccccc4N)cc2)[C@H](C)CN([C@H](C)CO)C3=O)n(C)n1 | -0.2

By substructure, those above containing an aryl methoxy group.
SMILES | BioA inh
COc1cccc(-c2ccc3c(c2)[C@@H]2[C@@H](CCN2S(=O)(=O)c2ccccc2C)[C@H](CO)N3)c1 | -2.8
COc1ccc(S(=O)(=O)Nc2ccc3c(c2)C(=O)N([C@H](C)CO)C[C@@H](C)[C@H](CN(C)Cc2ccncc2)OCCCC[C@H](C)O3)cc1 | 9.5
COc1ccc(S(=O)(=O)Nc2ccc3c(c2)C(=O)N([C@H](C)CO)C[C@H](C)[C@@H](CN(C)S(C)(=O)=O)OCCCC[C@H](C)O3)cc1 | 0.3

Further results
SMILES | BioA inh
C[C@@H]1CN([C@H](C)CO)C(=O)c2cc(C#CC3(O)CCCC3)cnc2O[C@H]1CN(C)C(=O)Cc1ccccc1 | 2.0
C[C@@H]1CN([C@H](C)CO)C(=O)c2cc(NC(=O)Nc3ccc(C(F)(F)F)cc3)ccc2O[C@@H](C)CCCCO[C@H]1CN(C)Cc1ccc(Cl)c(Cl)c1 | -5.4
C[C@H]1CN([C@@H](C)CO)C(=O)Cc2cc(NC(=O)C3CC3)ccc2O[C@@H]1CN(C)Cc1ccc2c(c1)OCO2 | 3.0
C[C@H]1CN([C@@H](C)CO)C(=O)Cc2cc(NC(=O)Nc3ccc4c(c3)OCO4)ccc2O[C@H]1CN(C)Cc1ccc(-c2ccccc2)cc1 | -0.4
Cc1ccc(S(=O)(=O)NCC[C@@H]2CC[C@H](NC(=O)CCN3CCCCC3)[C@@H](CO)O2)cc1 | 2.0
O=C(C[C@@H]1CC[C@@H]2NC[C@@H](O)COC[C@H]2O1)Nc1ccc(-c2ccccc2)cc1 | 0.0
COc1ccc(NC(=O)N(C)C[C@@H]2Oc3ccc(N(C)C)cc3CC(=O)N([C@@H](C)CO)C[C@@H]2C)cc1 | -3.4
CO[C@@H]1CN(C)C(=O)c2cc(NS(C)(=O)=O)ccc2OC[C@@H](C)N(C)C[C@@H]1C | -1.4
CC(C)NC(=O)N(C)C[C@@H]1Oc2c(NC(=O)Nc3ccc4c(c3)OCO4)cccc2C(=O)N([C@H](C)CO)C[C@@H]1C | -0.2
O=C(C[C@@H]1CC[C@@H]2[C@H](COC[C@H](O)CN2Cc2ccc3c(c2)OCO3)O1)Nc1ccc(-c2ccccc2)cc1 | -1.8

Part of the list above in order of length of the SMILES, largest number first.
SMILES | BioA inh
C[C@@H]1CN([C@H](C)CO)C(=O)c2cc(C#CC3(O)CCCC3)cnc2O[C@H]1CN(C)C(=O)Cc1ccccc1 | 2.0
COc1ccc(NC(=O)N(C)C[C@@H]2Oc3ccc(N(C)C)cc3CC(=O)N([C@@H](C)CO)C[C@@H]2C)cc1 | -3.4
CO[C@@H]1CN(C)C(=O)c2cc(NS(C)(=O)=O)ccc2OC[C@@H](C)N(C)C[C@@H]1C | -1.4

Next section.
SMILES | BioA inh
CCC(=O)N1C[C@H](C)[C@H](OC)CN(C)C(=O)c2ccc(NC(=O)Nc3cccc(F)c3)cc2OC[C@H]1C | 2.0
C[C@H](O)C#Cc1ccc2c(c1)O[C@H](CN(C)C(=O)c1ccncc1)[C@@H](C)CN([C@H](C)CO)S2(=O)=O | 18
CN(C)CCCNC(=O)C[C@@H]1CC[C@H](NC(=O)Cc2cccnc2)[C@@H](CO)O1 | -1.4
COc1ccc(CN(C)C[C@@H]2Oc3c(NC(=O)NC(C)C)cccc3C(=O)N([C@@H](C)CO)C[C@@H]2C)cc1 | 4.9
Cc1noc(C)c1NC(=O)N(C)C[C@H]1Oc2c(NC(=O)NC3CCCCC3)cccc2C(=O)N([C@H](C)CO)C[C@@H]1C | 4.9
CCCNC(=O)[C@@H]1[C@@H](CO)[C@@H]2Cn3c(ccc(-c4ccc(F)cc4)c3=O)[C@H]1N2Cc1ccccc1F | 0.1
COc1ccc(-c2ccc([C@H]3[C@H](CO)N4CCCCN(C(=O)c5ccc6c(c5)OCO6)C[C@@H]34)cc2)cc1 | -0.9
Cc1noc(C)c1NC(=O)N(C)C[C@H]1Oc2c(NC(=O)Nc3ccc(F)cc3)cccc2C(=O)N([C@H](C)CO)C[C@H]1C | -0.3
CS(=O)(=O)Nc1ccc2c(c1)[C@H]1C[C@@H](CC(=O)NCc3ccccc3)O[C@@H](CO)[C@H]1O2 | 1.1
C[C@@H]1CN([C@@H](C)CO)C(=O)c2cc(NC(=O)c3ccncc3)ccc2O[C@@H](C)CCCCO[C@H]1CN(C)C(=O)CCCN(C)C | 2.0
C[C@@H]1CN([C@H](C)CO)C(=O)c2cc(NC(=O)NC3CCCCC3)ccc2O[C@@H](C)CCCCO[C@@H]1CN(C)C(=O)CCC(F)(F)F | 0.9
Cc1ccc(S(=O)(=O)Nc2ccc3c(c2)C(=O)N([C@H](C)CO)C[C@@H](C)[C@H](CN(C)S(=O)(=O)c2ccc(Cl)cc2)OCCCC[C@@H](C)O3)cc1 | -2.6
COc1cccc(S(=O)(=O)N(C)C[C@@H]2Oc3cc(C#CCC(C)C)ccc3S(=O)(=O)N([C@@H](C)CO)C[C@H]2C)c1 | 1.5
CCNC(=O)Nc1ccc2c(c1)C(=O)N(C)[C@@H]1CC[C@@H](CC(=O)N[C@@H](C)c3ccccc3)O[C@@H]1CO2 | -2.5
Cc1noc(C)c1NC(=O)Nc1ccc2c(c1)C(=O)N([C@@H](C)CO)C[C@@H](C)[C@H](CN(C)S(=O)(=O)c1ccc(Cl)cc1)OCCCC[C@@H](C)O2 | -1.8
C[C@@H]1CN([C@@H](C)CO)C(=O)c2cccc(NC(=O)C3CCCCC3)c2O[C@@H]1CN(C)S(C)(=O)=O | -1.2
CNC[C@@H]1OCCCC[C@@H](C)Oc2ccc(NS(=O)(=O)c3ccc(Cl)cc3)cc2C(=O)N([C@H](C)CO)C[C@H]1C | -6.2
C[C@@H]1CN([C@H](C)CO)C(=O)c2cccc(NC(=O)NC3CCCCC3)c2O[C@@H]1CN(C)Cc1ccc(Cl)c(Cl)c1 | -7.2
C[C@H]1CN([C@@H](C)CO)C(=O)c2cc(NC(=O)CCC(F)(F)F)ccc2O[C@H]1CN(C)C(=O)Nc1ccc(C(F)(F)F)cc1 | 4.4
C[C@@H]1CN([C@@H](C)CO)C(=O)c2cc(C#CCN(C)C)cnc2O[C@@H]1CN(C)C(=O)CCN1CCCCC1 | -2.5
Cc1ccccc1-c1ccc2c(c1)O[C@H](CN(C)C(=O)Nc1ccc(C(F)(F)F)cc1)[C@H](C)CN([C@@H](C)CO)S2(=O)=O | -3.3
C[C@@H]1CN([C@H](C)CO)C(=O)Cc2cc(NC(=O)Nc3ccc(C(F)(F)F)cc3)ccc2O[C@@H]1CN(C)Cc1ccc(Cl)c(Cl)c1 | -1.0
C[C@H](NC(=O)[C@@H]1[C@@H](CO)[C@@H]2Cn3c(ccc(-c4cccnc4)c3=O)[C@H]1N2C)c1ccccc1 | -0.6
O=C(C[C@H]1C[C@@H]2c3cc(NC(=O)CC4CC4)ccc3O[C@@H]2[C@H](CO)O1)NCc1ccc(-c2ccccc2)cc1 | -2.0
COc1ccccc1-c1ccc2c(c1)O[C@@H](CN(C)C(=O)c1ccccc1)[C@H](C)CN([C@H](C)CO)S2(=O)=O | -1.4
C[C@@H]1CN([C@H](C)CO)C(=O)c2cc(NC(=O)Cn3cnnn3)ccc2O[C@H]1CN(C)C(=O)Nc1ccc(C(F)(F)F)cc1 | 3.1
CNC[C@H]1OCCCC[C@H](C)Oc2ccc(NC(=O)Nc3ccccc3)cc2C(=O)N([C@H](C)CO)C[C@@H]1C | -1.7

Only part of the results is shown. The share of hits here may be higher or lower than overall.
